PGC1a acetyl inh = modulators of PGC1a acetylation; U2OS PGC1a acetylation, AlphaScreen anti-acetyl-lysine; with virally co-expressed GCN5 acetyltransferase; inhibition, % at 15.6 µM; hit rate 0.17% among 350,000;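 active = every replicate shows inhibition of at least 40%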;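 note: 0% = neutral control wells and 100% = positive control wells; some results beyond the cut were filed as inactive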
miR-122 sensor = inhibitors of miR-122 in Huh7 cells | hit rate 0.3% among 340,000 | Huh7 miR-122 Renilla luciferase sensor, 48 h; neutral wells = 0, positive control = 100 | activation (reporter increase), % at 12.5 µM | AID 602342;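 active = mean replicate activation score at least 90 and every replicate individually at or above 90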;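 note: higher luciferase means less miR-122 activity so hits act as miR-122 inhibitors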
FN deposit inh = fibronectin deposition inhibition. AH1F fibroblasts, Alexa488-fibronectin deposition fluorescence, overnight. inhibition, % at 12.6 µM. hit rate 0.086% among 350,000. AID 743247;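 active = mean inhibition across replicates of 30% or more, regardless of how many single replicates reach that level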;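 note: positive control wells lacked labelled fibronectin entirely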
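Assay system: AH1F fibroblasts assembling fluorescent fibronectin matrix; Amount: 10000 AH1F cells per well; Buffer or medium: DMEM, 2% serum; Probe or stimulus: Alexa488-fibronectin, 24 nM final in well; Doses: single compound dose, delivered by pin transfer; Incubation: 1 h adhesion, overnight exposure; Measured by: fluorescence 485/525 nm; Read-out: fibronectin deposition inhibition.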
Cneo AK release = causes C. neoformans cell lysis | AID 651654 | lysis activity, % at 15 µM | hit rate 0.2% among 360,000 | adenylate kinase release luminescence, 4 h; normalised: neutral wells 0, clomiphene wells 100;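 active = mean lysis activity across replicates of at least 80%, whatever share of replicates individually reach that level; inactive = mean lysis activity below 80%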
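Material: C. neoformans cells; Schedule: 4 h static compound exposure, 37 °C, read 1 h post-reagent; Measured by: adenylate kinase release luminescence; Read-out: signal increase indicating cell lysis; Controls: Clomiphene as positive lysis control.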
PAX8 reporter = PAX8 transcriptional activity inhibition; RMG-I TPO-luciferase reporter, SteadyGlo, 24 h; inhibition, % at 12.6 µM; hit rate 1.2% among 360,000; AID 652154;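 active = mean replicate inhibition at least 60% with every replicate also reaching 60%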;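 note: luciferase light reporting Pax8 driven TPO promoter activity; plate controls were median of neutral control wells for no effect and mitoxantrone controls for full effect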
CASP6 VEID inh = blocks human caspase-6 cleavage activity. AID 686996. purified caspase-6, Z-VEID-R110 cleavage fluorescence. inhibition, % at 12.5 µM. hit rate 0.53% among 350,000;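 active = mean inhibition across replicates at least about 35%, with every replicate also reaching that limit, limit read from the data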;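 note: 0% = median of neutral control wells and 100% = no fluorescence left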
Target sequence (P55212 24-179 limits assumed): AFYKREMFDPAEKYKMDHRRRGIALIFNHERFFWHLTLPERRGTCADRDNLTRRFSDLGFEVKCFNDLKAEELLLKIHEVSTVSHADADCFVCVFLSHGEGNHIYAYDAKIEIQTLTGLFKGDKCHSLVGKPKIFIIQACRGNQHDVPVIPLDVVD
Target sequence (P55212 194-293 limits assumed): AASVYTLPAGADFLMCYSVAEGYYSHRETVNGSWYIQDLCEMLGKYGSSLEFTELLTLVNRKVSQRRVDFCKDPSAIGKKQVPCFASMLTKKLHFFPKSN
EWS-Fli inh = blocks EWS/Fli oncoprotein-driven transcription. A673 NR0B1-luciferase reporter, viability-normalised. inhibition, % at 12.6 µM. hit rate 0.67% among 350,000. AID 651661;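 active = mean inhibition of at least 50% after viability correction, with every replicate also passing that limit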;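 note: firefly luciferase signal divided by Alamar Blue viability fluorescence both relative to DMSO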
LGR2 inh = blocks bursicon-induced cAMP signaling via Drosophila LGR2; HEK293 LGR2, CRE-luciferase, bursicon-stimulated, 4 h; inhibition, % at 9.99 µM; hit rate 0.35% among 380,000;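 active = drop in luminescence signal, shown as inhibition above about 50% in the replicate tests, limit read from the data, passing the limit was not always enough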;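 note: agonist challenge used bursicon conditioned medium at about half maximal strength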
* = called active by the depositor; · = not tested or not shown; [ ] = remark or other dose.

SMILES	PGC1a acetyl inh	miR-122 sensor	FN deposit inh	Cneo AK release	PAX8 reporter	CASP6 VEID inh	EWS-Fli inh	LGR2 inh
COc1ccc(S(=O)(=O)Nc2cc3c4c(c2)CCN4C(=O)CC3)cc1	·	17	3	1	-35	3	-16	1
O=C(NC1CCN(C(=O)Nc2ccccc2Cl)CC1)c1cccc(F)c1	4	1	7	4	6	0	9	-11
O=C(c1cc([N+](=O)[O-])ccc1N1CCOCC1)N1CCN(S(=O)(=O)c2cc(Cl)ccc2Cl)CC1	·	·	2	1	6	1	10	0
Cc1cn([C@H]2C[C@H](O)[C@@H](CNCc3ccccc3)O2)c(=O)[nH]c1=O	-6	5	4	2	-15	-1	-11	-2
CCOC(=O)NCc1ccc(S(=O)(=O)Nc2c(C)cccc2C)cc1	5	·	2	-4	·	·	·	4
Cc1cn(C2CCCCO2)c(=O)[nH]c1=O (centres undefined)	11	-2	2	3	3	0	-7	17
O=C(Nc1ccc(Br)cc1)C1CC(c2c(F)cccc2Cl)=NO1 (centres undefined)	-5	14	1	-1	15	0	-25	-5
COc1ccc(N(CC(=O)Nc2ccccc2F)S(=O)(=O)c2ccc(OC)c(OC)c2)cc1	3	-1	1	4	26	3	6	-5
O=C(Nc1ncc(Cc2cccc(Cl)c2)s1)C1=NCCN1	-4	2	-5	0	·	-3	·	-7
O=C(NCC1CC1)Nc1cccc(C(F)(F)F)c1	0	58	-3	-5	-7	2	-17	-5
CC(C)(C)N(Cc1ccccc1)C(=O)CN1C(=O)c2ccccc2S1(=O)=O	13	9	11	0	-46	-1	0	6
CCOC(=O)N1CCN(C(=O)c2c[nH]c3ccc(S(=O)(=O)N(C)c4ccc(F)cc4)cc3c2=O)CC1	-5	-9	7	0	-1	11	·	-14
O=c1[nH]c2cc(Cl)cc([N+](=O)[O-])c2c2ccc(Cl)cc12	7	3	-2	-1	13	-2	5	11
CNC[C@H]1OCc2ccccc2-c2c(n(C)c3ccccc23)C(=O)N([C@H](C)CO)C[C@H]1C	7	·	-3	-1	9	-2	-7	11
Cc1ccc2nc(N3CCN(C(=O)c4ccco4)CC3)c3nncn3c2c1	9	·	2	-1	-19	0	·	2
O=c1c2c(-c3ccc([N+](=O)[O-])cc3)csc2nc2n1CCCCC2	·	·	0	·	-36	-3	-14	-17
COc1ccc(NC(=O)c2nn(C)c3c2CS(=O)(=O)c2ccccc2-3)cc1	4	-3	7	-3	7	-1	-21	-6
CCCCN(C(=O)C1=NN(c2cc(C)ccc2C)C(=O)CC1)c1c(N)n(CCC)c(=O)[nH]c1=O	·	·	1	0	2	4	-4	·
Cc1cc(C)c2c(=O)n(CC(=O)Nc3ccc(Br)c(C)c3)sc2n1	-1	-3	17	·	-5	1	6	13
CN(C)c1ccc(CNCCC(Cc2ccccc2)c2ccco2)cc1 (centres undefined)	5	-1	-6	3	20	-1	25	11

Overlap with the part before: 6 entries; new compounds follow.
SMILES	PGC1a acetyl inh	miR-122 sensor	FN deposit inh	Cneo AK release	PAX8 reporter	CASP6 VEID inh	EWS-Fli inh	LGR2 inh
Cc1ccc2nc(N3CCN(C(=O)c4ccco4)CC3)c3nncn3c2c1	9	·	2	-1	-19	0	·	2
O=c1c2c(-c3ccc([N+](=O)[O-])cc3)csc2nc2n1CCCCC2	·	·	0	·	-36	-3	-14	-17
COc1ccc(NC(=O)c2nn(C)c3c2CS(=O)(=O)c2ccccc2-3)cc1	4	-3	7	-3	7	-1	-21	-6
CCCCN(C(=O)C1=NN(c2cc(C)ccc2C)C(=O)CC1)c1c(N)n(CCC)c(=O)[nH]c1=O	·	·	1	0	2	4	-4	·
Cc1cc(C)c2c(=O)n(CC(=O)Nc3ccc(Br)c(C)c3)sc2n1	-1	-3	17	·	-5	1	6	13
CN(C)c1ccc(CNCCC(Cc2ccccc2)c2ccco2)cc1 (centres undefined)	5	-1	-6	3	20	-1	25	11
O=C(/C=C/c1ccc(F)cc1)NC(=S)N1CCCCC1c1cccnc1 (centres undefined)	·	·	2	-7	5	-2	8	5
COc1ccc(-c2nc(CN(CC3CCC(=O)N3)C(C)C)c(C)o2)c(C)c1C (centres undefined)	0	-2	0	2	5	0	13	-10
O=C(OCCN1CCOCC1)c1cccs1	6	5	-2	1	·	·	·	·
O=C(COC(=O)c1ccc(S(=O)(=O)N2CCCCCC2)cc1)NCc1ccc(F)cc1	-11	-1	-4	10	-2	1	5	-4
O=C1c2nc3ccccn3c2C(=O)N1Cc1ccccc1	·	3	·	·	·	1	19	3
CO/N=C/CC(=O)Nc1ccc(F)cc1F	-1	2	·	-2	·	1	4	-4
C[C@@H]1CCCCO[C@H](CN(C)C(=O)Cc2ccccc2)[C@@H](C)CN([C@@H](C)CO)C(=O)c2cc(NS(=O)(=O)c3ccc(F)cc3)ccc2O1	-4	1[16.7 µM]	·	-6	6	·	19	7
COC(=O)C(NNc1ccccc1)(NC(=O)c1cccc(F)c1)C(F)(F)F (centres undefined)	-20	-1	-2	10	·	·	·	·
Cc1ccc(S(=O)(=O)NCC[C@@H]2CC[C@@H](NC(=O)c3cccc(F)c3)[C@H](CO)O2)cc1	-4	·	·	2	-7	-4	0	-11
CC1CCCCN1S(=O)(=O)Cc1ccccc1Cl (centres undefined)	-15	3	6	1	-12	-1	-1	5
c1ccc2ccccc2c1	-14	-5	·	3	·	4	1	13
C[C@@H]1CN([C@H](C)CO)C(=O)c2cc(NS(=O)(=O)c3ccc(Cl)cc3)ccc2O[C@@H](C)CCCCO[C@@H]1CN(C)Cc1ccc(C(F)(F)F)cc1	4	-1[16.7 µM]	-4	-4	5	0	-3	17
C[C@H]1CCCCO[C@H](CN(C)C(=O)Cc2ccccc2)[C@@H](C)CN([C@@H](C)CO)C(=O)c2cc(N(C)C)ccc2O1	-7	0[16.7 µM]	·	·	9	·	2	-11
Cc1cccc(NC(=O)CNC(=O)c2cc(C3CC3)nn2-c2ccccc2)c1C	-6	-4	0	0	8	4	6	7
N#Cc1cccc(-c2ccc3c(c2)[C@@H]2[C@@H](CCN2S(=O)(=O)c2ccccc2F)[C@H](CO)N3)c1	-7	0[16.7 µM]	20	-5	13	-1	-9	8
CN1C(=O)c2cc(NC(=O)c3cccc(F)c3)ccc2OC[C@@H]2O[C@H](CC(=O)O)CC[C@@H]21	5	-17[16.7 µM]	-9	-1	19	·	-8	5
CCS(=O)(=O)Nc1ccc(C2=NN(C(=O)c3ccco3)C(c3ccc(Cl)o3)C2)cc1 (centres undefined)	·	-6	4	0	9	2	3	16
CCC(=O)Nc1ccc2c(c1)C(=O)N(C)C[C@@H](OC)[C@@H](C)CN(Cc1ccccc1F)[C@@H](C)CO2	-5	·	-3	1	-2	-2	4	7
CCc1csc(N2[C@@H](C#N)[C@H](c3ccc(-c4cccc(F)c4)cc3)[C@@H]2CO)n1	-14	·	-4	7	11	-1	4	-14
C[C@@H]1CN([C@H](C)CO)C(=O)c2cccc(NC(=O)Nc3ccc(F)cc3)c2O[C@@H]1CN(C)Cc1ccncc1	-9	0[16.7 µM]	·	1	-15	-2	-2	-6
CC(=O)Nc1ccc(C(=O)OCC(=O)NCc2ccc3c(c2)OCO3)cc1	-3	-8	0	2	-5	-4	8	·
O=C(c1ccc(Br)o1)N1CCN(Cc2ccc3c(c2)OCO3)CC1	14	6	7	0	10	·	·	·
CCCOc1ccc(C(C)(O)CN2CCOCC2)cc1 (centres undefined)	28	3	·	0	·	·	·	-1
COc1ccc(OC)c(-c2nnc3n2N=C(c2ccc(OC)c(OC)c2)CS3)c1	·	·	-17	2	53	6	56*	-23
CCNc1nc(NCC)n2c(SCC(=O)Nc3ccc(NC(C)=O)cc3)nnc2n1	4	-5	-12	1	3	5	-10	3
C/C(=N\NC(N)=O)c1cc(Cl)cc(Cl)c1O	2	-7	4	-1	-2	2	24	·
Cc1ccc(C(=O)N2[C@@H]3CN(C)C(=O)[C@@]2(C)[C@H]2C(=O)N(C)C(=O)[C@@H]32)cc1	·	-4	1	2	3	-3	-5	-7
C=CCOC(=O)C1C(=O)CC(C)(O)C(C(=O)OCC=C)C1c1ccc(N(C)C)cc1 (centres undefined)	·	-11	4	-1	11	-1	-1	19
CCCN1CCCCC(NC(=O)c2ccc(C)cc2C)C1=O (centres undefined)	·	·	5	·	-12	3	-1	-9
CO[C@H]1CN(C)C(=O)c2ccc(NC(=O)C3CCCC3)cc2OC[C@H](C)N(S(C)(=O)=O)C[C@H]1C	-1	·	2	1	·	-1	-2	14
Cc1ccccc1NC(=O)CSc1n[nH]c(-c2ccco2)n1	·	-5	-5	1	-12	5	13	10
O=C(NCCCn1ccnc1)NC(C(F)(F)F)C(F)(F)F	6	-4	0	-1	17	·	·	·
Cn1c(SCC(=O)NC(C)(C)C)nnc1-c1cnccn1	-4	-2	·	0	·	·	·	15
Cc1cc(C)c(N(CC(=O)NCc2ccccc2)C(=O)c2csnn2)c(C)c1	12	-3	-1	1	4	2	-5	4
N#CC1C(=O)NC(=O)C(C#N)C12CCCC2 (centres undefined)	·	·	5	·	-16	6	2	-15
CN(C)c1cccc(C(=O)NNC(=O)NC2CCCCC2)c1	·	·	0	·	12	3	·	16
Cc1ccc(Nc2nnc(SCC(=O)NC(Cc3c[nH]c4ccccc34)C(=O)O)s2)cc1 (centres undefined)	·	·	-2	-4	7	8	11	12
O=C(C[C@@H]1CC[C@@H]2[C@H](COC[C@H](O)CN2C(=O)Nc2ccc(Cl)c(Cl)c2)O1)NCc1ccc(Cl)cc1	1	1[16.7 µM]	9	-8	4	0	-6	-4
CC(C)C#Cc1cnc2c(c1)C(=O)N([C@@H](C)CO)C[C@@H](C)[C@@H](CN(C)C(=O)Cc1ccncc1)O2	-2	-3[16.7 µM]	0	-1	-1	-3	-4	8
CSc1nc2nc(-c3ccc(F)cc3)c(CCN3CCN(C)CC3)cn2n1	0	·	·	·	10	2	1	31
O=C(N/N=C/c1ccc(COc2ccc(Br)cc2)o1)c1ccc2c(c1)OCO2	-5	0	-3	-2	-25	-2	-9	-5
CN(C)C(=O)[C@@H]1[C@@H](CO)[C@@H]2Cn3c(ccc(C4=CCCC4)c3=O)[C@H]1N2CC1CCCC1	-3	·	·	·	-9	·	-14	1
C/C(=N/O)c1no[n+]([O-])c1/C(C)=N\O	-3	-2	-3	1	2	-2	12	-5
CCC(=O)N1CCc2cc(S(=O)(=O)N(C)c3ccc(OC)cc3OC)ccc21	-3	·	2	1	-1	-2	-8	-13
O=C(CSc1ccccc1)NN1C(=O)c2ccccc2C1=O	4	·	9	·	45	-3	9	12
O=C(c1ccc(F)cc1)N1CCN(C2CCC(c3ccccc3)CC2)CC1 (centres undefined)	1	2	-8	0	7	-4	-4	18
O=C(NCCN1CCOCC1)c1cc(-c2ccc(Br)cc2)on1	1	-3	-2	0	·	·	·	·
CCOC(=O)C(NC(=O)CC)(Nc1sc2c(c1C(=O)OC)CCN(C)C2)C(F)(F)F (centres undefined)	2	14	1	1	-23	·	·	·
CN(c1ccc(OCC(=O)NCc2cccnc2)cc1)S(=O)(=O)c1ccc(Cl)cc1	-27	5	3	·	-8	-2	-3	-11
O=C(NC1CC1)C1CCN(C2CCN(C(=O)/C=C/c3cccs3)CC2)CC1	4	2	-4	·	6	-4	8	6

Source: PubChem BioAssay
